# Source: PubChem
# INS-1E GSIS act: GLuc luminescence reporter in INS-1E cells, primary screen for activators of glucose-dependent secretion of insulin; INS-1E GLuc reporter insulin secretion, 2-3 h; activation, % at 16.6 µM; 0.61% of 370,000 active; AID 743287, 2014;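 active = lowest replicate activation of at least 40%, so every replicate reaches that level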;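 also: 0% = median of neutral control wells and 100% = median of IBMX positive control wells; some compounds called inactive have numbers as strong as hits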
# RAD52 anneal inh: RAD52 DNA annealing inhibitors, primary screen, biochemical, FRET, single point, set 2 | DNA repair protein RAD52 homolog (Homo sapiens), P43351 | recombinant RAD52 DNA annealing, FRET fluorescence | inhibition, % at 18.7 µM | 0.46% of 360,000 active | AID 651710, 2012;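 active = every replicate showing at least 50% inhibition; inconclusive = mean inhibition at least 50% but not in every replicate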
# ARNT-TACC3 inh: disruptors of ARNT/TACC3 protein interaction, primary screen, biochemical, AlphaScreen, single concentration; Transforming acidic coiled-coil-containing protein 3 (Homo sapiens), Q9Y6A5; AlphaScreen His-ARNT PAS-B/GST-TACC3 binding, luminescence; TACC3 fragment carries E629A point mutation; inhibition, % at 9.99 µM; 0.66% of 390,000 active;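 active = mean inhibition of replicates at least 50% and at least half of replicates each reaching 50%; inconclusive = half or more replicates reach 50% but mean below 50%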;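 also: 0% = complete ARNT plus TACC3 wells and 100% = ARNT alone without TACC3; many hits fall short of the cut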
# F508del corr: F508del CFTR correction, initial screen, CFBE line, single point; activity (quench increase), % at 7.58 µM; AID 720511, 2013; 0.36% of 350,000 active; CFBE cells, YFP halide quenching; stimulated with forskolin plus potentiator P3; % fluorescence drop versus neutral controls;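 active = mean added fluorescence quench of at least 8% versus neutral control, with both replicates also reaching 8%; inconclusive = only one of the mean or replicate conditions met; inactive = mean below 8% and not both replicates reaching 8%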;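 also: cells transiently co-express mutant CFTR-F508del with the halide-sensitive YFP; corrector assay measuring rescue of mutant channel to the surface after 24 h compound exposure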
# XiGFP reactiv: activators of inactive X chromosome reactivation, primary screen, imaging, XiGFP fibroblasts, GFP high-content imaging, set 2; XiGFP mouse fibroblasts, % GFP-positive cells imaging, 3 d; cells co-treated with 5-aza-dC sensitizer; scaled so ellipticine positive control = 100%; 0.055% of 360,000 active; activation, % at 7.58 µM; AID 743238, 2013;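 active = mean normalized replicate activation at least 10% and every replicate at or above 10%; inconclusive = only one of the two criteria met; inactive = mean below 10% and not all replicates reach 10%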;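 also: 0% = median of on-plate neutral control wells and 100% = ellipticine 6 µM median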
#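 Assay system: SV40-immortalized XiGFP fibroblast cells, line 68-5-11; buffer or medium: DMEM plus 5-aza-dC sensitizer; compound: one concentration, pinned; timing: compounds 3 days, fix/stain 15 min at room temperature; benchmarks: positive control ellipticine, 6 µM final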
# esBAF inh: Bmi1 luciferase reporter increase in mESCs, primary screen, esBAF inhibitor project, mouse ES cells, Bmi1 luciferase knock-in, single point; 24 h; 100% = twice the neutral-well signal; reporter increase, % at 12.5 µM; 2% of 350,000 active; in the data active = activation above about 40%; inconclusive = no clear call, values can overlap the other calls;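 also: 0% = median of the plate's neutral control wells and 100% = double that signal; a rise in the Bmi1 reporter signal indicates esBAF inhibition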
# ERAP1 HTS inh: human ERAP1 aminopeptidase inhibitors, primary screen, biochemical, single point, plate reader; Endoplasmic reticulum aminopeptidase 1 (Homo sapiens), Q9NZ08; 0.15% of 340,000 active; inhibition, % at 10.7 µM; recombinant ERAP1, Leu-AMC fluorescence, 60 min;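 active = mean replicate inhibition of at least 30%, or all replicates individually reaching that 30% level; inactive = mean below 30% and not every replicate reaching it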;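 also: 0% = neutral control wells and 100% = L-leucinethiol positive control wells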
# Target sequence (Q9NZ08 whole entry, looked up): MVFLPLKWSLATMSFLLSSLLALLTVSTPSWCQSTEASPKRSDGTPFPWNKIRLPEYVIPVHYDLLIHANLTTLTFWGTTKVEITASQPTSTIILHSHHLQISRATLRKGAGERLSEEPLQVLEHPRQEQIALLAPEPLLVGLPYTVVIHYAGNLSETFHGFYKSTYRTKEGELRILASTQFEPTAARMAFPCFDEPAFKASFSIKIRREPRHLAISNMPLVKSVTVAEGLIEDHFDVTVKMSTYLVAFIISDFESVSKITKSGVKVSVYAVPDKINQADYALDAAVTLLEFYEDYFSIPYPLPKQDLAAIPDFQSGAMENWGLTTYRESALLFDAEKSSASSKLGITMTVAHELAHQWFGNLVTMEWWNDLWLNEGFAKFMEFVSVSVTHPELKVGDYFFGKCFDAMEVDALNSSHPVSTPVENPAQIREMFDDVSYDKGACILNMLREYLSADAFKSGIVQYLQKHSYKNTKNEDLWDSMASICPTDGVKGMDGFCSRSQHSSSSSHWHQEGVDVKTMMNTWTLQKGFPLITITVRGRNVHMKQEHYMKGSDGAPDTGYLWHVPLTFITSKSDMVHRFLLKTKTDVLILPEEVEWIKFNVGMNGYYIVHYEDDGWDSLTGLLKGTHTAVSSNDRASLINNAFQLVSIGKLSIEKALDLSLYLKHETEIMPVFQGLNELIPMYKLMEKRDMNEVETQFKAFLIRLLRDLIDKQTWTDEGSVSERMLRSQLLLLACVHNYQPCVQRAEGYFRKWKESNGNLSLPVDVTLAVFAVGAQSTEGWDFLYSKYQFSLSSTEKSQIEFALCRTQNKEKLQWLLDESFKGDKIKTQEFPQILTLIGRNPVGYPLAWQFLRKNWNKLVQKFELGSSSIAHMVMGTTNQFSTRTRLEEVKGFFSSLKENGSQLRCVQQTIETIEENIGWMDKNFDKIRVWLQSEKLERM
# RAD54 branch: inhibitors of human RAD54 branch migration, primary screen, biochemical, fluorescence, single point; DNA repair and recombination protein RAD54-like (Homo sapiens), Q92698; RAD54 Holliday junction branch migration, FAM/BHQ fluorescence; inhibition, % at 10.4 µM; 0.14% of 360,000 active;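 active = mean normalized replicate activity at least 40 and at least half of replicates scoring 40 or more; inconclusive = only one of the two criteria met; inactive = mean below 40 and under half of replicates reaching 40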;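 also: 0% = median of neutral control wells and 100% = median of positive control wells; inhibitors cause a drop in the FAM fluorescence signal; in these data hits start at about 50%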
# Starred values were filed as active, the others as inactive; u = inconclusive; x = no result given.
SMILES,INS-1E GSIS act,RAD52 anneal inh,ARNT-TACC3 inh,F508del corr,XiGFP reactiv,esBAF inh,ERAP1 HTS inh,RAD54 branch
Cn1c(-c2ccc3c(c2)OCO3)c(C(=O)O)c(=O)c2ccccc21,-1,-5,-14,x,0.0,x,1,x
COc1cccc(NC(=O)CCc2c(C)nc3nc(CNC(=O)c4cccc(F)c4)nn3c2C)c1,0,-7,36,0.1,-0.1,-2,-3,1
CCC(C)[C@H](NC(=O)[C@H](Cc1ccccc1)n1c(=O)[nH]c2ccccc2c1=O)C(=O)N1CCC(C(=O)O)CC1 (stereo not given in full),1,-2,-14,-0.4,x,-8,1,12
COc1ccc(NC(=O)c2cc(C3CCCCN3C(=O)c3ccc(C#N)cc3)on2)c(C)c1 (stereo not given),3,-5,x,-0.4,0.0,-3,-7,6
COC(=O)C(NS(=O)(=O)c1ccccc1Br)C(C)C (stereo not given),5,7,-6,-1.2,0.1,-1,2,-1
CCOC(=O)[C@@H]1[C@H]2COc3ccccc3[C@@H]2N2C(=O)N(c3ccc(F)cc3)C(=O)[C@@]12C,x,-3,0,2.7,0.0,4,7,-5
COc1ccccc1C(=O)N/C(=C/c1ccco1)C(=O)Nc1ccc(C(=O)O)cc1,-3,-109,-2,-0.3,-0.1,-6,-1,x
COc1cccc(S(=O)(=O)N[C@H]2CC[C@@H](CC(=O)NCc3ccc(Cl)cc3)O[C@@H]2CO)c1,18,-2,0,2.8,-0.1,-1,3,1
C[C@H](CO)N1C[C@H](C)[C@H](CN(C)CC2CC2)Oc2ccc(NS(=O)(=O)c3ccc(F)cc3)cc2CC1=O,4,-9,2,1.0,0.0,-2,-2,-2
Cc1ccc(C2=NN(C(=O)CSc3nc4ncc(Cl)cc4[nH]3)C(c3ccco3)C2)cc1 (stereo not given),6,-2,3,0.7,-0.1,x,3,x
CCCN1C[C@H](C)[C@@H](OC)CN(C)C(=O)c2cc(NC(=O)NC3CCCCC3)ccc2OC[C@H]1C,4,9,-1,1.2,-0.2,-7,-1,-12
Cc1ccccc1OC(=O)c1cccc(S(=O)(=O)N2CCN(C)CC2)c1,-18,-15,17,0.0,0.0,-11,1,-2
COc1ccc(CN(C)C[C@@H]2OCCCC[C@@H](C)Oc3ccc(NC(=O)NC(C)C)cc3C(=O)N([C@H](C)CO)C[C@@H]2C)cc1,2,12,2,-2.0,0.0,-5,0,-4
Cc1cc(=O)n(C)c(=O)n1CCCCOc1cccc([N+](=O)[O-])c1,12,-10,1,-0.6,0.1,0,-5,x
C[C@H](CO)N1C[C@H](C)[C@H](CN(C)C(=O)Cc2ccccn2)Oc2ncc(/C=C/c3ccccc3)cc2C1=O,-4,-10,-4,2.5,0.1,-1,2,-1
COc1cc(OC)cc(C(=O)NC(=S)Nc2cc3oc4ccccc4c3cc2OC)c1,0,-8,28,4.0,0.1,7,0,4
Cc1ccc(CNC(=O)c2ccc(S(=O)(=O)Nc3c(C)n(C)n(-c4ccccc4)c3=O)cc2)cc1,-25,-24,0,1.6,-0.1,-5,-3,x
COC(=O)c1ccc(-c2nc(CN3CCN(C(=O)c4ccco4)CC3)c(C)o2)cc1,-8,-47,x,-2.8,0.3,2,-6,-5
CCC(=O)N(C)C[C@H]1Oc2cc(C#C[C@@H](C)O)ccc2S(=O)(=O)N([C@@H](C)CO)C[C@@H]1C,14,-10,-9,-1.4,-0.7,3,1,2
Cc1cc2ncn(S(=O)(=O)c3ccc(F)cc3)c2cc1C,-3,-16,-4,1.6,0.0,5,0,-1
CC(=O)Nc1ccc(SCC(=O)Nc2sccc2C#N)cc1,-16,-23,6,0.3,0.0,x,-4,x
CCOC(=O)[C@]12CCCC=C1N(Cc1ccc3c(c1)OCO3)C(=O)[C@H](CC(=O)NCCCOC)C2,3,-14,x,2.6,0.0,x,-2,x
COCCCn1c(-c2ccc(OC)cc2)nc2c1c(=O)[nH]c(=O)n2Cc1ccccc1,x,-10,-1,3.0,0.1,-1,2,2
Nc1ccc2nc(-c3ccccc3)[nH]c2c1,-2,x,-2,x,x,27,x,8
C[C@@H]1CN([C@H](C)CO)C(=O)c2cc(NC(=O)c3ccncc3)ccc2O[C@@H]1CN(C)C(=O)Nc1cccc2ccccc12,15,18,8,-3.1,0.0,5,-3,-3
O=[N+]([O-])c1cc(-c2ccccc2)cc([N+](=O)[O-])c1O,-41,-11,2,0.8,-0.1,-8,7,-4
O=C(COc1ccccc1)Nc1cccc(-c2nn[nH]n2)c1,1,-9,-5,2.0,0.0,-10,-10,-5
COc1cccc(N2CCN(C(=O)c3cc4c(OC)c(OC)c(OC)cc4[nH]3)CC2)c1,-13,-15,-1,-5.0,0.0,1,-2,-11
COc1ccc2c3c([nH]c2c1)[C@H](CO)N(C(C)=O)CC31CCN(Cc2cc(-c3ccccc3)on2)CC1,-21,14,x,-2.6,0.0,x,-1,x
Cc1ccc(-c2nc(CS(=O)(=O)CC(=O)NC3CCC(C)CC3)c(C)o2)cc1 (stereo not given),-11,5,-1,-1.7,0.1,-2,-4,1

# Part of the list above, limited to ERAP1 HTS inh, RAD54 branch and ARNT-TACC3 inh.
structure | ERAP1 HTS inh | RAD54 branch | ARNT-TACC3 inh
Cc1cc2ncn(S(=O)(=O)c3ccc(F)cc3)c2cc1C | 0 | -1 | -4
CC(=O)Nc1ccc(SCC(=O)Nc2sccc2C#N)cc1 | -4 | x | 6

# Fetched one by one from above:
SMILES,INS-1E GSIS act,RAD52 anneal inh,ARNT-TACC3 inh,F508del corr,XiGFP reactiv,esBAF inh,ERAP1 HTS inh,RAD54 branch
COC(=O)c1ccc(-c2nc(CN3CCN(C(=O)c4ccco4)CC3)c(C)o2)cc1,-8,-47,x,-2.8,0.3,2,-6,-5
Cc1ccc(CNC(=O)c2ccc(S(=O)(=O)Nc3c(C)n(C)n(-c4ccccc4)c3=O)cc2)cc1,-25,-24,0,1.6,-0.1,-5,-3,x
COc1cccc(N2CCN(C(=O)c3cc4c(OC)c(OC)c(OC)cc4[nH]3)CC2)c1,-13,-15,-1,-5.0,0.0,1,-2,-11

# (continued)
SMILES,INS-1E GSIS act,RAD52 anneal inh,ARNT-TACC3 inh,F508del corr,XiGFP reactiv,esBAF inh,ERAP1 HTS inh,RAD54 branch
C[C@@H]1CN([C@@H](C)CO)C(=O)Cc2cc(NS(=O)(=O)c3cccs3)ccc2O[C@H]1CN(C)Cc1ccc(Oc2ccccc2)cc1,-22,0,x,1.5,-0.8,9,2,-10
Cc1ccc(NC(=O)CN(C)C(=O)Nc2ccc(C)cc2)cc1,7,0,3,-1.9,0.4,22,3,4
O=C(C[C@@H]1C[C@H]2c3cc(NS(=O)(=O)c4ccccc4)ccc3O[C@H]2[C@@H](CO)O1)NCC1CC1,8,9,4,-4.4,0.1,1,-1,6
CCOC1=C2[C@@H](CN(S(=O)(=O)c3ccc(C)cc3)[C@H]2c2ccccc2)[C@H]2C(=O)N(c3ccccc3)C(=O)[C@H]2C1,x,-11,x,-4.4,0.3,-5,1,-1
Cc1noc(C)c1S(=O)(=O)N(C)C[C@H]1Oc2c(NC(=O)C3CC3)cccc2C(=O)N([C@@H](C)CO)C[C@H]1C,5,12,0,-0.8,-0.1,3,2,1
O=C(Nc1ccccc1)N1C[C@@H]2[C@H](c3ccccc31)[C@H](CO)N2C(=O)c1ccccc1F,-7,x,4,0.5,u,12,x,-4
N#Cc1cc([N+](=O)[O-])ccc1Oc1ccc(-c2nnco2)cc1,18,-7,16,-1.3,0.1,-6,-3,-3
O=C(NNC(=O)c1ccccc1[N+](=O)[O-])c1ccc(NS(=O)(=O)c2cccs2)cc1,10,-21,-6,1.5,0.1,-4,-2,5
C[C@H]1CN([C@@H](C)CO)C(=O)Cc2cc(NC(=O)CCCCCC(=O)Nc3ccccc3N)ccc2O[C@H]1CN(C)CC1CCCCC1,7,4,25,-1.1,1.8,-27,2,0
N#C/C(=C\c1cccnc1)c1ccccn1,3,-13,-3,3.4,0.0,33,1,-5
O=C(Nc1ccc(Cl)cc1Cl)c1cc2ccccc2o1,12,-9,0,-0.1,0.0,0,-2,-8
Cc1ccc2c(c1)C(c1ccccc1)N(C(=O)C(C)C)CC(=O)N2 (stereo not given),x,2,-5,0.9,0.0,9,-2,5
COc1cccc(CN2[C@H](CO)[C@H](c3ccccc3)C23CN(C(=O)C2CC2)C3)c1,2,-19,x,-0.5,0.0,x,3,x
CC(=O)Nc1ccc(NC(=O)C2CC(=O)N(c3ccccc3Cl)C2)cc1 (stereo not given),-4,-5,-5,-0.3,-0.1,-4,0,-7
COCCOC(=O)C1=C(N)Oc2c(oc(CO)cc2=O)C1c1c(F)cccc1Cl (stereo not given),-2,1,-5,-0.5,0.3,-4,1,15

# A second format for part of the listing above:
compound | INS-1E GSIS act | RAD52 anneal inh | ARNT-TACC3 inh | F508del corr | XiGFP reactiv | esBAF inh | ERAP1 HTS inh | RAD54 branch
N#Cc1cc([N+](=O)[O-])ccc1Oc1ccc(-c2nnco2)cc1 | 18 | -7 | 16 | -1.3 | 0.1 | -6 | -3 | -3
O=C(NNC(=O)c1ccccc1[N+](=O)[O-])c1ccc(NS(=O)(=O)c2cccs2)cc1 | 10 | -21 | -6 | 1.5 | 0.1 | -4 | -2 | 5

# (further entries)
SMILES,INS-1E GSIS act,RAD52 anneal inh,ARNT-TACC3 inh,F508del corr,XiGFP reactiv,esBAF inh,ERAP1 HTS inh,RAD54 branch
CCN(C)C1CN(Cc2cn(Cc3cc(C)cc(C)c3)nn2)S(=O)(=O)C1 (stereo not given),20,-9,x,-4.1,0.4,x,-1,x
Cc1ccc(C(C)C)c(OCCNCCc2ccccc2)c1,137*,21,-1,2.4,0.0,3,3,11
CCOC(=O)CSc1nc(-c2ccccc2)cc(C(F)(F)F)n1,8,x,-3,x,x,-5,x,-8
CC(c1ccon1)N(C)C(=O)CCc1nnc(CCCCc2ccccc2)o1 (stereo not given),0,2,-11,-0.9,0.5,8,-7,-4
COc1cc2c(cc1NC(=O)Nc1ccc(F)cc1)oc1ccccc12,19,x,-1,x,0.0,3,x,3
O=C1CCCc2cnnn2COC[C@@H](c2ccccc2)N1,22,16,x,x,0.1,x,2,x
N#CCCN1CCN(S(=O)(=O)c2cc(Cl)ccc2Cl)CC1,x,2,2,-1.8,0.0,-8,-3,8
Cc1ccc(SCC(=O)OCC(=O)NC2(C#N)CCCCC2)cc1,-4,2,-4,-3.7,0.4,x,1,19
C[C@@H]1CN([C@@H](C)CO)C(=O)c2cc(NS(C)(=O)=O)ccc2O[C@H]1CN(C)CC1CC1,12,-7,-10,-0.9,0.1,-1,-5,10
CC1c2ccccc2SC(CCCN(C)C)c2ccccc21 (stereo not given),-20,20,2,x,0.1,x,5,x
NCc1csc(Nc2cc(Oc3ccccc3)ncn2)n1,x,7,x,0.4,-0.1,0,-1,4
